JMJD2A Tudor: qHTS Assay for Inhibitors of JMJD2A-Tudor Domain | Lysine-specific demethylase 4A (Homo sapiens), O75164 | AlphaScreen JMJD2A-Tudor / H3K4me3 peptide binding | Potency, µM (highest dose often 114 µM), for inactives: top-dose activity change, negative = inhibition, hits mostly inhibitors | 390,000 tested, 4.4% active; further: potency means the concentration at half of the fitted maximal effect; on the % scale 0 is the no-effect control and ±100 the full control effect; nearly all actives have a fitted effect of over 50% in size
Pin1 inhibitor: qHTS Assay to Find Inhibitors of Pin1; 390,000 tested, 0.009% active; Potency, µM (highest dose often 115 µM), inactives show at the highest dose activity, negative = inhibition, most hits filed as inhibitors; Pin1 FP peptide displacement, HiFluor488, 10 min; AID 504891, 2011; Peptidyl-prolyl cis-trans isomerase NIMA-interacting 1 (Homo sapiens), Q13526; active means well fitted inhibition curve with a large enough effect in the polarisation, with a control signal flat, not every such curve was filed as active; inconclusive means small, poorly fitted or top-dose-only effect, or effect the other way, or a change in a side signal; inactive means no such curve, though single readings can be large or run the other way; the % refers to the polarisation; further: potency means the concentration at half of the fitted maximal effect; on the % scale 0 is the no-effect control and ±100 the full control effect
Target sequence (Q13526 whole entry, looked up): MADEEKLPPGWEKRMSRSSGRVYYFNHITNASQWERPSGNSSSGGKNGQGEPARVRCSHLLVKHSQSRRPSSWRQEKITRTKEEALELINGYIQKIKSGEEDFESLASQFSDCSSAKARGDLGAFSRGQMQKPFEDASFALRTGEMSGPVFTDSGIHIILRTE
G9a inh: qHTS Assay for Inhibitors of Histone Lysine Methyltransferase G9a. 350,000 tested, 8.8% active. Histone-lysine N-methyltransferase EHMT2 (Homo sapiens), Q96KQ7. AID 504332, 2011. Potency, µM (titrated, usually from 102 µM), for the others: top-dose activity, negative = inhibition, most hits filed as inhibitors. G9a H3K9 monomethylation, AlphaScreen, 2 h; further: potency means the concentration at half of the fitted maximal effect; on the % scale 0 is the no-effect control and ±100 the full control effect; nearly all actives have a fitted effect of over 75% in size
Target sequence (Q96KQ7 913-1193 limits assumed): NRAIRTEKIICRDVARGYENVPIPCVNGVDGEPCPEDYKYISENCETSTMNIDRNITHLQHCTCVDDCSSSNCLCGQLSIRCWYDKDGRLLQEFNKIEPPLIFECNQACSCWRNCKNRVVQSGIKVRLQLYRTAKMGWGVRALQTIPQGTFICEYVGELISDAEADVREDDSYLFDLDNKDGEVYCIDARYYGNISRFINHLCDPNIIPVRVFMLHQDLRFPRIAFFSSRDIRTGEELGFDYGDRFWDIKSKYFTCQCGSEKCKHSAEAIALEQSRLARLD
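Enzyme 20 nM + cpd, 15 min RT; add b-H3K9 pep 500 nM / SAM 20 uM; 2 h RT; anti-H3K9me1 Ab 0.5 ug/mL + SA donor / anti-rabbit acceptor beads 20 ug/mL each, 10 min; AlphaScreen read.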
HP1b binding inh: HTS for Inhibitors of HP1-beta Chromodomain Interactions with Methylated Histone Tails; AlphaScreen HP1-beta / biotin-H3K9me3 peptide binding; 390,000 tested, 0.56% active; Chromobox protein homolog 1 (Homo sapiens), P83916; Potency, µM (top dose mostly 114 µM), inactives show at the top dose activity change, negative = inhibition, most hits filed as inhibitors; further: potency means the concentration at half of the fitted maximal effect; nearly all actives have a fitted effect of over 70% in size; inactives centre near 23
Target sequence (P83916 whole entry, looked up): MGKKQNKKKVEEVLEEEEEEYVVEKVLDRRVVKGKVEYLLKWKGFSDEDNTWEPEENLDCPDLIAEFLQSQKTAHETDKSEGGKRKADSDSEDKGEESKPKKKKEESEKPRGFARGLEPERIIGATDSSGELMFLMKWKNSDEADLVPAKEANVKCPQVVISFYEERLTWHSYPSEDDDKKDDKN
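Compound inhibition of the preformed complex between 50 nM HP1-beta and 50 nM biotinylated H3K9me3 peptide was read by AlphaScreen. Buffer was PBS pH 7.4 with 0.01% Tween-20. Incubations ran 30 min at room temperature, with 10 ug/mL donor/acceptor beads.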
BAZ2B inh: qHTS Assay for Inhibitors of BAZ2B; Potency, µM (titrated, usually from 114 µM), inactives show top-dose activity change, negative = inhibition, usual class: inhibitors; AID 504333, 2011; Bromodomain adjacent to zinc finger domain protein 2B (Homo sapiens), Q9UIF8; 360,000 tested, 4.4% active; AlphaScreen BAZ2B-H3K14Ac peptide displacement; further: potency means the concentration at half of the fitted maximal effect; on the % scale 0 is the no-effect control and ±100 the full control effect; nearly all actives have a fitted effect of over 60% in size
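BAZ2B 50 nM plus b-H3(5-23)K14Ac 50 nM, PBS pH 7.4/0.01% Tween-20, 30 min RT; compound added (max 110 uM), 30 min RT; streptavidin donor/Ni-chelate acceptor beads 10 ug/mL final, 20 min dark; AlphaScreen read.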
ERG Ets-DNA blk: qHTS for Small Molecule Inhibitors of the ERG Ets/DNA interaction | Transcriptional regulator ERG (Homo sapiens), P11308 | fluorescence polarization, His-ERG Ets domain / labelled DNA | Potency, µM (doses to about 76.9 µM), for inactives: at the top dose FP activity, negative = inhibition, actives largely listed as inhibitors | 370,000 tested, 0.028% active | AID 624246, 2012; active means well fitted inhibition curve with a large enough effect in the polarisation, with a control signal flat; inconclusive means small, poorly fitted or top-dose-only effect, or effect the other way, or a change in a side signal; inactive means no such curve, though single readings can be large or run the other way; the % refers to the polarisation;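 further: polarization taken with two DNA probes labelled with fluorescein and Texas red; potency means the concentration at half of the fitted maximal effect; % of control where 0% means no effect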
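His-tagged ERG Ets domain (1 uM in the protein solution; 300mM KCl, 50mM Tris-HCl, 1mM EDTA, 1mM DTT, pH 7.5) received compound, then a probe mix of 5 nM fluorescein-DNA and 100nM Texas-615-DNA. Fluorescence polarization was read for both dyes.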
GLS inh: qHTS for Inhibitors of Glutaminase (GLS); GLS enzymatic activity, qHTS titration; Potency, µM (series often up to 45.5 µM), for inactives: top-dose activity change, negative = inhibition, most hits filed as inhibitors; 410,000 tested, 0.21% active; further: potency means the concentration at half of the fitted maximal effect; on the % scale 0 is the no-effect control and ±100 the full control effect
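Enzyme dispensed in phosphate buffer (45 mM, pH 8.2, 0.02% Tween-20), compounds pinned in, then 1 mM L-glutamine solution and the glutamate oxidase–HRP–Amplex Red mix added; fluorescence read immediately and again after 30 min at room temperature.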
Tb PGK inh: qHTS Assay to Find Inhibitors of Phosphoglycerate Kinase | 380,000 tested, 0.043% active | Phosphoglycerate kinase, glycosomal (Trypanosoma brucei brucei), P07378 | AID 602233, 2012 | PGK/GAPDH coupled, Kinase-Glo luminescence, 60 min | Potency, µM (highest dose often 57.5 µM), without a hit: at the top dose activity change, negative = inhibition, hits mostly inhibitors; further: potency means the concentration at half of the fitted maximal effect; on the % scale 0 is the no-effect control and ±100 the full control effect; nearly all actives have a fitted effect of over 60% in size
Target sequence (P07378 whole entry, looked up): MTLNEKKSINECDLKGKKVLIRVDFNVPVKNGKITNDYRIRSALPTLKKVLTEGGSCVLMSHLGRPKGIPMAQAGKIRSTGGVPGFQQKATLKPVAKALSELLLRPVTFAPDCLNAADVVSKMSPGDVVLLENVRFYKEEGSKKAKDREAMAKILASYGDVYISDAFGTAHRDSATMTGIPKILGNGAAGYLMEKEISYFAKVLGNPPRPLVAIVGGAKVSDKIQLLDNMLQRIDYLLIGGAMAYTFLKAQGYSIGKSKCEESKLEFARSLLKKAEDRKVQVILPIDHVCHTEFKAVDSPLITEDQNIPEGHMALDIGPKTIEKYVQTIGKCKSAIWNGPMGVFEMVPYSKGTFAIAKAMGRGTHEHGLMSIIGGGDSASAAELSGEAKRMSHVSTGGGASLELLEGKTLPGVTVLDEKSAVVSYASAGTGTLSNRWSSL
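Luminescent ATP detection (Kinase-Glo Plus) follows a 60-minute room-temperature incubation, with wells lacking PGK as controls. Buffer: 100 mM TEA (pH 7.6), 5 mM MgCl2, 0.01% Tween-20. Coupling enzyme GAPDH (100 nM final) supplies unstable 1,3-BPG in-well.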
PI4K2A inh: qHTS for small molecular inhibitors of PI4K2A | purified PI4K2A, ADP-Glo luminescence, 1 h; hits give low values | 420,000 tested, 0.13% active | Phosphatidylinositol 4-kinase type 2-alpha (Homo sapiens), Q9BTU6 | AID 1346378, 2018 | activity change, negative = inhibition, % at 76.9 µM; in the data active means activity change below about -50%; inconclusive means mostly about -30% to -49%;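 further: -100% = wells without enzyme as full effect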
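Compounds are screened against recombinant PI4K2A using PI as substrate and ATP, the latter dispensed at 300 microM. Reactions run one hour at ambient temperature before ADP-Glo detection; full inhibition defined by wells lacking enzyme.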
* hit, by the source's call; i = inactive; ? = inconclusive; . = no result given; [ ] = remark or other dose. Unless noted, the call rests on the fitted dose curve; in most records, active means well fitted curve in the direction sought with a large enough effect; inconclusive means small, poorly fitted or top-dose-only effect, or another doubt; inactive means no such curve, though single readings can be large; an effect the other way counts as inactive or inconclusive. Compounds were not picked by outcome; 11% or so of the library scored in one or more.

Value order – JMJD2A Tudor, Pin1 inhibitor, G9a inh, HP1b binding inh, BAZ2B inh, ERG Ets-DNA blk, GLS inh, Tb PGK inh, PI4K2A inh
- C/C(=N\NC(=O)c1ccc2c(c1)OCO2)c1ccc(O)cc1
    -4%[11.4 µM], -13%, 20%[59 µM], 48%[activator], 0%, -12%, 12%, -1%, 5
- CCOC(=O)C1CCN(C(=O)CCc2nnc3ccc(N4CCC(C)CC4)nn23)CC1
    ?, -5%, -12%, ?, -3%, 6%, 21%, -7%, -17
- Clc1cccc2sc(-c3nnc(-c4ccccc4)o3)c(Cl)c12
    -5%, -3%, ., 39%, ., -5%, -3%, -4%, -3
- Cn1c(SCc2nc3ccccc3s2)nnc1-c1cccs1
    -33%, 25%, 45µM*, 3%, 4%, 3%, 2%, 1%, -2
- COc1ccc(C(=O)NCCSCc2ccc(C)cc2)cc1
    0%, -5%, 29%[0.501 µM], 26%, -5%, -4%, -6%, -11%, -8
- CSc1ncccc1C(=O)OCC(=O)NCc1ccc2c(c1)OCO2
    -11%, 2%, 7%, 26%, -1%, -3%, -2%, 1%, 1
- Brc1ccc(OCc2nc(-c3ccccn3)n[nH]2)cc1
    40µM*, -1%, 44%[activator], 30%, 28µM*, -10%, 5%, 1%, 23
- CCOC(=O)c1ccc(S(=O)(=O)N2CCN(C(=O)c3cccc(S(=O)(=O)N4CC(C)OC(C)C4)c3)CC2)cc1 (stereo unspecified)
    ?, -4%, ., 13%, ., -2%, -6%, -2%, 7
- CCC(C)(C(=O)NC1CCCCC1)N(C(=O)CC1NC(=O)NC1=O)c1c(C)n(C)n(-c2ccccc2)c1=O (stereo unspecified)
    -15%, -3%, 5%, 14%, -34%, -4%, 3%, i, -6
- Cc1ccc2nc(SCCC#N)nc(C)c2c1
    ?, 5%, -3%[12.7 µM], -1%, 6%, 2%, -6%, -18%, 2
- Cc1ccc(S(=O)(=O)Nc2ccc(S(=O)(=O)N3CCOCC3)cc2)cc1
    -4%, 1%, ., 23%, ., 5%, -7%, -2%, -5
- CCOc1ccc(-c2nn(-c3ccccc3)cc2/C=C2\SC(=S)N(C3CCS(=O)(=O)C3)C2=O)cc1 (stereo unspecified)
    -33%, ?, ?, -16%, -25%, 3%, -2%, -10%, 5
- COc1ccc(CCNC(=O)c2ccc(CSc3ccccc3)o2)cc1
    17%, -9%, 4%, 41%, 8%, -3%, -6%, 0%, -2
- O=C1CCc2ccccc2N1
    1%, -6%, 11%, 32%, 0%, 6%, 1%, -2%, 3
- COc1ccccc1N(C(=O)c1snc(C(N)=O)c1N)C(C(=O)NCCC(C)C)c1ccco1 (stereo unspecified)
    -17%, -3%, 7%[59 µM], 32%, -2%, 7%, 3%, -7%, 4
- O=C(CSc1ncnc2c1nnn2Cc1ccccc1)NC1CCCCC1
    -4%, -3%, 79%[activator], 23%, 0%, -8%, -3%, 0%, 2
- CCN(CC(=O)Nc1ccccc1OC)C(=O)CN1C(=O)NC(C)(c2ccccc2)C1=O (stereo unspecified)
    -2%, -11%, 5%[59 µM], 28%, 3%, -1%[15.4 µM], 11%, 4%, -3
- COc1ccc(S(=O)(=O)N2CCN(C)CC2)cc1NC(=O)c1ccccc1
    -1%, -2%, -14%, 46%[activator], -15%, -9%, -9%, i, -1
- CCc1ccc(N2CC(C(=O)N/N=C/c3ccccc3OC)CC2=O)cc1 (stereo unspecified)
    ?, 13%, 1%, 24%, 0%, 8%, -9%, 0%, -2
- Cc1ccc(NC(=O)CC2S/C(=N/N=C/c3c[nH]c4ccccc34)NC2=O)cc1 (stereo unspecified)
    0%, 25%, 20%, 33%, 8%, 0%, 1%, -5%, 1
- Nc1nc(-c2ccc3c(c2)NC(=O)CO3)cs1
    ?, 1%, ?, -1%, ?, -4%, 21%, -2%, 0
- CN(CC(=O)Nc1ccccc1Cl)CC(=O)c1c(N)n(Cc2ccccc2)c(=O)n(C)c1=O
    -7%, 0%, 1%[12.7 µM], 37%, 3%, 15%, 6%, 6%, -1
- CC(Sc1nnc(Cc2cccs2)n1C1CCCCC1)C(N)=O (stereo unspecified)
    -26%, 4%, ., 17%, 5%, 3%, -2%, -3%, -1
- O=C(Cc1c(F)c(F)c(F)c(F)c1F)Nc1nc(-c2ccccc2)cs1
    21%, 1%, 2%[59 µM], 56%[activator], 6%, -6%, -9%, -6%, 6
- CC1Cc2ccccc2N1c1ncnc(N)c1[N+](=O)[O-] (stereo unspecified)
    -32%, 1%, ., 6%, ?, -3%, 5%, -10%, -8
- Cc1cc(C(=O)Nc2ccccc2C(=O)N2CCCCC2)ccc1[N+](=O)[O-]
    -10%, 1%, 9%, 17%, -19%, 5%, 6%, -3%, 3
- CCCCCn1c(CN2CCN(Cc3ccccc3)CC2)nc2c1c(=O)[nH]c(=O)n2C
    -3%, 4%, -14%[59 µM], 28%, -21%, -8%, -1%, -12%, -6
- CCS(=O)(=O)c1ncc(Cl)c(C(=O)N(Cc2ccccc2)Cc2ccco2)n1
    -15%, 0%, ?, 23%, -19%, -4%, 5%, -4%, 4
- COc1ccccc1C(=O)NCCc1nc2ccccc2[nH]1
    0%, -1%, 9%[59 µM], 25%, 2%, 4%, -13%, -1%, -8
- C[C@@H](C(=O)Nc1ccc2ccccc2c1)[C@H]1C[C@]1(C)[C@H](NS(=O)(=O)c1ccc(-c2ccccc2)cc1)c1ccccc1
    -25%, 24%, -50%, 15%, 0%, 2%, 7%, -3%, 1
- CN(CC1CCCN(CCc2cccc(C(F)(F)F)c2)C1)C(=O)c1cc2ccccc2o1 (stereo unspecified)
    26%, 2%, ., 36%[activator], ?, 0%, 2%, -5%, 5
- CN1CCN(CCNC(=O)Nc2ccc([N+](=O)[O-])cc2)CC1
    -5%, -4%, ?, 35%, -5%, -14%, -9%, i, 6
- CCc1ccc2nc(N(CCN(C)C)C(=O)c3ccc4ncsc4c3)sc2c1
    50µM*, -4%, 10µM*, ?, ?, 1%, 9%, 0%, -6
- CCN(C(=O)CSc1ncccc1C(=O)O)C1CCCCC1
    -21%, -9%, ?, 55%[activator], ., 6%, 0%, i, -4
- Cc1ccc(OCCSc2nc(NC(C)C)nc(NC(C)C)n2)cc1
    16%, 3%, 36%[activator], 68%[activator], 15%, 2%, 0%, i, -1
- Oc1ccccc1N=Cc1c(O)ccc2ccccc12
    ?, ?, 7.9µM*, -3%, 11µM*, 46%[activator], 16%, -10%, -3
- CC(=O)N1N=C(c2ccc(Br)cc2)CC1c1cn(C)c2ccccc12 (stereo unspecified)
    ?, 36%[activator], ?, -4%, ?, 3%, 1%, -11%, 5
- COc1ccc(-c2nc3ccccc3c(=O)n2CCOc2ccc(C)cc2C)cc1
    29%, 5%, 62%[activator][59 µM], 76%[activator], 12%, 6%, 0%, i, 1
- O=C(CSc1nnc(COc2ccc(Br)cc2)o1)N1CCOCC1
    8%, 4%, ., 28%, 7%, -4%, -11%, 0%, 4
- COC(C(=O)NCc1ccc(C)cc1)c1ccccc1 (stereo unspecified)
    -10%, 20%, ., 27%, -22%, 1%, 9%, -5%, -8
- CCN(CC)S(=O)(=O)c1ccc(NC(=O)Cn2ncc3c([nH]c4ccccc43)c2=O)cc1
    -5%, 2%, 9%[59 µM], 13%, 4%, -3%, 3%, -1%, -2
- CNC(=O)c1cc(C(=O)c2c(Cl)cccc2Cl)c[nH]1
    -15%, 1%, 19%[12.7 µM], 26%, ?, 21%, -13%, 1%, 2
- Cc1ccc(S(=O)(=O)N2CCN(S(C)(=O)=O)C2)cc1
    -9%, 4%, 67%[activator][12.7 µM], 49%[activator], 2%, 2%, -6%, i, 5
- O=C(COC(=O)c1ccc2[nH]c3c(c2c1)CCCC3)NC1CCS(=O)(=O)C1 (stereo unspecified)
    -24%, -6%, ?, -19%, ?, -3%, 0%, -8%, -5
- COc1ccc(S(=O)(=O)N2CCN(c3ccc(F)cc3)CC2)cc1C(=O)N1CCOCC1
    -7%, 2%, ?, 21%, -18%, -6%, -4%, i, -3
- CCCCn1c(NC(=S)Nc2ccccc2)nc2ccccc21
    40µM*, -1%, 1%[59 µM], ?, 7.9µM*, 4%, -23%, 6%, 7
- Cc1ccc(C(=O)NCCNC(=O)c2ccc(C)o2)o1
    -19%, 2%, ., 29%, -3%, -3%, -7%, -5%, 7
- N#Cc1ccc(N2Cc3ccccc3C2=NC(=O)c2cccnc2Cl)cc1
    -9%, 16%, ?, 59%[activator], 2%, -7%, 6%, -4%, -12
- CCOc1ccc(NC(=O)Cn2cc(C(C)=O)c3ccccc32)cc1
    -2%, -3%, -9%, 69%[activator], -8%, -1%, -4%, -6%, 0

Compound activity as filed in PubChem.
